RXFP1 ag: agonists of human relaxin receptor RXFP1; HEK293T-RXFP1 cAMP TR-FRET, 30 min; response scale: percent of porcine relaxin response, buffer zero; hit rate 0.3% among 370,000; Potency, µM (titrated, usually from 57.5 µM), without a hit: at the highest dose activation, hits mostly activators; note: potency is the fitted concentration of half-maximal effect; % is set by controls: 0 for no effect and ±100 for the full control effect; nearly all actives have a fitted effect of over 60% in size; many of its hits are not listed in these tables
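Agonist response is measured as cAMP accumulation in an RXFP1-transfected HEK293T line under PDE4 inhibition. Values are scaled between buffer-only and 29 nM porcine relaxin, and EC50s come from standard Hill equation fits.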
Vif-A3G inh: Vif-A3G binding inhibition. HeLa A3G-eYFP + Vif (tagged APOBEC3G with the HIV-1 protein that degrades it), YFP fluorescence, overnight. Potency, µM (titrated, usually from 46.1 µM), without a hit: at the highest dose activity, negative = active, hits mostly inhibitors. hit rate 0.076% among 410,000;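 note: potency is the fitted concentration of half-maximal effect; % is set by controls: 0 for no effect and ±100 for the full control effect; nearly all actives have a fitted effect of over 60% in size; hits raise eYFP signal because A3G escapes Vif-driven loss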
Target sequence (Q9HC16 whole entry, looked up): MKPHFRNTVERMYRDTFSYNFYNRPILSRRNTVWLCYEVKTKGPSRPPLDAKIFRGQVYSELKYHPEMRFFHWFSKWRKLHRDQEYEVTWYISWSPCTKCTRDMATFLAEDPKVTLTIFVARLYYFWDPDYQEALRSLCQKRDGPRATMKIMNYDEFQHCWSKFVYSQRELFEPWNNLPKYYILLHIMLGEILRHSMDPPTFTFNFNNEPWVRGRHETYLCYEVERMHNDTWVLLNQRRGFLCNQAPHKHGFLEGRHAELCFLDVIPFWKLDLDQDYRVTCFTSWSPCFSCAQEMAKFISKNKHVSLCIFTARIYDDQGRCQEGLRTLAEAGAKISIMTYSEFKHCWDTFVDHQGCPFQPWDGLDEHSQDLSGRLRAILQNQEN
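Read-out is eYFP fluorescence (Ex 488/Em 500-530) from Vif-expressing HeLa A3G-eYFP cells; more signal means A3G escaped Vif-mediated degradation. Cells plated overnight, compound pinned in, incubated overnight at 37 deg C.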
D1 antagonist: human D1 dopamine receptor antagonism. P21728. HEK293 TREx D1 cells, calcium flux, dopamine EC80; hits give low values. activity change, negative = inhibition, % at 10 µM. hit rate 3.2% among 360,000; in the data active = activity change below about -30%; note: % is set by controls: 0 for no effect and ±100 for the full control effect
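Antagonism measured as reduced calcium response to an EC80 dopamine addition following 180 s compound pre-read; cells were inducible HEK293 Trex D1 plated overnight at 30 C, read kinetically at 1 cycle/sec.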
D1 potentiator: human D1 dopamine receptor positive modulation. HEK293 TREx D1 cells, calcium flux, dopamine EC20 potentiation. hit rate 0.036% among 360,000. potentiation, % at 10 µM; in the data active = potentiation above about 30%; note: 0% is about no effect
RXFP1 antagonist: blocks the human relaxin receptor RXFP1; hit rate 0.59% among 350,000; activity change, negative = inhibition, % at 57.5 µM; HEK293-RXFP1, relaxin-stimulated cAMP HTRF, 30 min; hits give low values; Q9HBX9;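 active = activity change of -60% or lower, but not beyond a set lower limit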; note: % is set by controls: 0 for no effect and ±100 for the full control effect
D2 PAM: positive allosteric modulators of human D2 dopamine receptor; hit rate 0.34% among 340,000; P14416; HEK293 T-REx D2, calcium flux, EC20 dopamine potentiation; AID 485347; potentiation, % at 10 µM;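 active = potentiation over 3 SD above the plate norm, cut at about 30% in these data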; note: 0% is about no effect
Target sequence (P14416 whole entry, looked up): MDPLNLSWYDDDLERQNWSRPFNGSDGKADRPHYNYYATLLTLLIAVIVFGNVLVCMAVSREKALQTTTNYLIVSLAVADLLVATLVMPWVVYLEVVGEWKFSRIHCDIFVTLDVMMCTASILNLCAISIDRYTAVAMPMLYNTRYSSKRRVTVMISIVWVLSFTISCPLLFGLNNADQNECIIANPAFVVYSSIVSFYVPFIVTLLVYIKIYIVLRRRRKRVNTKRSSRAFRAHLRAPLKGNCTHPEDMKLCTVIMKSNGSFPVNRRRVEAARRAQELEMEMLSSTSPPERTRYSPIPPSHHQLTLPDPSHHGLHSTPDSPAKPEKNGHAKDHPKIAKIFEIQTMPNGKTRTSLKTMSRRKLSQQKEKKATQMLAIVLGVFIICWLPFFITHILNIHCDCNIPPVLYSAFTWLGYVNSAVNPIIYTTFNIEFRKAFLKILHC
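Tetracycline-induced Hek293 Trex D2 cells, force-coupled to calcium, loaded with no-wash calcium dye. Compound added with 180 s kinetic read for agonism, then EC20 dopamine and a further 180 s read for potentiation.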
Vif-APOBEC3F blk: Vif-A3F binding inhibition. HeLa A3F-eYFP + Vif (tagged APOBEC3F with the HIV-1 protein that degrades it), YFP fluorescence increase. Potency, µM (top dose mostly 46.1 µM), for the others: at the highest dose activity, negative = active. hit rate 0.2% among 390,000; note: potency is the fitted concentration of half-maximal effect; % of control where 0% means no effect; nearly all actives have a fitted effect of over 65% in size
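Fluorescence increase (Ex 488/Em 500-530) after overnight compound treatment at 37 deg C flags inhibition of Vif-driven A3F-eYFP loss in stable HeLa A3F-eYFP/Vif cells seeded overnight beforehand.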
D1 agonist: activates the human D1 dopamine receptor; AID 504660; P21728; activation, % at 2 µM; HEK293 T-REx D1 cells, calcium flux, agonist mode; hit rate 1% among 360,000; in the data active = activation above about 30%; note: 0% is about no effect
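Tetracycline-induced HEK293 TREx D1 cells, force-coupled to calcium signalling, were dye-loaded with a no-wash calcium kit. Compound was pin-added after a 10 s baseline. Fluorescence was read kinetically at 1 cycle/s for 180 s, with calcium rises flagged as agonism.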
GRP78 ERSR act: inducers of ER stress response in human glioma cells. U87-MG GRP78 promoter luciferase reporter, 16 h. Potency, µM, for inactives: at the top dose activation, actives largely listed as activators. hit rate 0.02% among 420,000; note: potency is the fitted concentration of half-maximal effect; series mostly up to about 76 µM; % of control where 0% means no effect; nearly all actives have a fitted effect of over 35% in size
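Stably transfected U87-MG human glioma cells carrying a GRP78-based luminescent sensor were seeded at 1000 cells/well, pin-dosed with compounds and incubated 16 h. Luciferase reagent was then added, and end-point luminescence was read after 10 min at room temperature.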
The depositor's hits bear a star; x = not tested or not shown; & = joins results of further samples. Unless noted, calls come from the whole dose curve; as a rule, active = well fitted curve in the direction sought with a large enough effect; inconclusive = small, poorly fitted or top-dose-only effect, or another doubt; inactive = no such curve, though single readings can be large; an effect the other way counts as inactive or inconclusive. Not all compounds are listed. The share of hits here may be higher or lower than overall.

#	Structure	D1 antagonist	Vif-A3G inh	Vif-APOBEC3F blk	RXFP1 antagonist	D1 agonist
1	CC(=O)n1cc([C@@H]2C=C(C(=O)O)O[C@H](OCc3ccc(CO)cc3)C2)c2ccccc21	-8.8	3.6%	-0.5%	x	-0.9
2	CCc1ccc(CNC(=O)CC2C(=O)NCCN2Cc2ccccc2F)nc1 (centres undefined)	-0.5	0.6%	0.6%	-8.4	-0.1
3	O=C(Nc1cc(Br)ccc1O)C1CC(c2ccccc2Cl)=NO1 (centres undefined)	-0.5	-7.1%	-0.6%	0.7	0.8
4	O=C(NCc1ccco1)c1cc2c(s1)CSC2	6.7	0.4%	-1.7%	11.8	-2.4
5	Cc1nn(C)c(C)c1C1Nc2ccccc2C(=O)N1O (centres undefined)	-14.2	1.3%	-1.7%	-7.1	0.7
6	CC1(C)Cc2c(cnn2-c2cccc(F)c2)C(NC(=O)c2ccc(=O)[nH]n2)C1 (centres undefined)	-5.5	2.9%	4.5%	8.6	0.7
7	CCOC(=O)C1CCCc2c1[nH]c1c(C(=O)O)cccc21 (centres undefined)	11.3	-1.5%	-0.7%	3.5	1.0
8	CC1(C)CC2CC(C)(CN2C(=O)COC(=O)c2cncc(Br)c2)C1 (centres undefined)	15.4	0.8%	-16.1%	3.5	1.4
9	CCc1ccccc1NC(=O)c1cc(S(=O)(=O)N(CC)c2ccccc2)ccc1F	4.4	1.6%	-0.6%	-37.9	-0.3
10	CC12CCC(C(=O)Nc3cccc4ccccc34)(C1Br)C2(C)C (centres undefined)	x	1.1%	5.7%	-9.5	x
11	O=C(CNC(=O)c1ccccc1)N=Nc1c(O)[nH]c2ccc(Br)cc12	-1.9	0.5%	-11.7%	-30.8	2.3
12	CCOC(=O)c1sc(NC(=O)c2cccnc2)nc1C	-3.8	-3.9%	-11.2%	x	1.4

#	GRP78 ERSR act	D1 potentiator	RXFP1 ag	D2 PAM
1	-1.8%	2.6	0.7%	-3.3
2	-2.4%	6.0	-3.4%	10.3
3	0.3%	-1.2	-0.4%	0.8
4	-3.0%	-3.3	1.3%	-5.0
5	-4.5%	-2.2	0.5%	-2.6
6	-6.3%	7.8	-1.3%	1.2
7	-5.1%	1.2	0.0%	-0.8
8	0.4%	1.8	0.1%	-3.3
9	-1.2%	0.2	-0.3%	15.2
10	-5.4%	x	1.3%	x
11	-2.5%	-8.3	-3.3%	3.8
12	-3.2%	x	-0.1%	0.5

Next section
#	Structure	D1 antagonist	Vif-A3G inh	Vif-APOBEC3F blk	RXFP1 antagonist	D1 agonist
13	Cc1ccc(NN=Nc2nc3c([nH]2)c(=O)n(C)c(=O)n3C)cc1	14.7	-4.8%	3.0%	x	3.1
14	CC(C)c1ccc(OCC(=O)N(Cc2ccccc2)c2ccccn2)cc1	-13.8	2.2%	-1.9%	-10.3	16.2
15	COc1ccccc1OCC(=O)Nc1cc(Cl)ccc1Oc1ccccc1	-10.4	-3.9%	-5.7%	0.3	18.1
16	O=C(CSCc1ccc(F)cc1)N1CCc2c([nH]c3ccccc23)C1c1ccccc1 (centres undefined)	1.1	0.7%	1.8%	-7.5	-0.1
17	C=CCOC(=O)/C(=C\C=C\c1ccccc1)NC(=O)c1ccccc1	-6.0	-7.5%	2.1%	-0.7	5.3
18	CC(CCc1ccccc1)NCC(O)COc1ccccc1 (centres undefined)	4.6	1.2%	3.8%	0.8	29.9
19	Clc1ccc(-c2nn3c(-c4cccc(Cl)c4)nnc3s2)cc1	2.9	x	x	x	0.3
20	CCCCNC(=O)CSc1nc2ccc(NC(=O)CSc3nnc(COc4ccccc4C)n3C)cc2s1	-2.1	0.9%	1.1%	x	5.3
21	COc1ccc(S(=O)(=O)N2CCN(Cc3cccc(F)c3)CC2)cc1	x	1.7%	-2.8%	-11.5	x
22	N#Cc1cccc(Oc2ccc(-c3cnc4ccccc4n3)cc2)c1C#N	-17.5	3.6%	3.0%	-4.8	5.7
23	CCn1c(SCC(=O)NCc2ccco2)nc2c1c(=O)n(C)c(=O)n2C	5.1	-2.6%	-1.7%	18.3	1.2
24	Cc1ccc2c(C)nc(Nc3nc(CSc4nnc(C)s4)cc(=O)[nH]3)nc2c1	14.4	-10.5%	-4.6%	10.3	-0.5

#	GRP78 ERSR act	D1 potentiator	RXFP1 ag	D2 PAM
13	0.9%	-3.8	5.1%	12.9
14	-2.8%	-2.0	0.1%	11.5
15	-3.8%	-1.1	2.0%	-1.4
16	-2.0%	1.8	0.4%	x
17	3.5%	4.3	0.2%	-1.5
18	-0.3%	-4.2	-0.5%	-30.1
19	x	-1.1	8.2%	10.5
20	-3.7%	-6.5	0.7%	1.5
21	-3.3%	x	x	x
22	2.4%	-4.5	18.0%	14.1
23	-3.3%	0.3	6.8%	9.4
24	-0.6%	-0.4	3.2%	8.0

The listing continues:
#	Structure	D1 antagonist	Vif-A3G inh	Vif-APOBEC3F blk	RXFP1 antagonist	D1 agonist
25	COc1ccc(CN([C@H](C)CO)S(=O)(=O)N(Cc2ccccc2)[C@H](CO)C(C)C)cc1	9.7	-1.7%&0.9%	1.5%	x	-0.4
26	Cc1ccc(NC(=O)c2cccc(NC3=NC4CS(=O)(=O)CC4S3)c2)cc1 (centres undefined)	-21.3	0.3%	1.1%	-1.9	2.0
27	COc1ccc(CNC(=O)c2ccccc2SC)cc1	13.0	-0.7%	-0.1%	-9.9	6.1
28	O=C(Nc1ccccc1)OCCOc1ccc(Cl)cc1Cl	x	-6.8%	11.8%	-32.9	x
29	Cc1cc2c(C)nc(N/N=C/c3ccc(F)cc3)nc2o1	7.1	-8.1%	1.7%	-3.0	0.6
30	Cc1ccc(C)c(NC(=O)CSc2nnc(-c3cc(C)[nH]n3)n2N)c1	10.6	-4.6%	0.5%	-8.7	-1.0
31	Cn1c(O)c(N=NC(=O)C2COc3ccccc3O2)c2ccccc21 (centres undefined)	9.2	-10.8%	7.1%	34.4	2.8
32	Fc1cccc(Cl)c1CNCc1ccccc1Cl	x	-5.5%	-13.6%	-2.8	4.5
33	Cc1cc(S(=O)(=O)Nc2ccc(C(=O)NCC3(N4CCCCC4)CCCCC3)cc2)ccc1F	6.5	3.3%	2.3%	-76.8*	2.7
34	CC(C)CC(=O)NCC(C)NC(=O)CC(C)C (centres undefined)	4.6	-3.1%	-0.4%	5.6	-0.2
35	COc1ccccc1C(CCN(Cc1cccs1)C(C)=O)c1ccco1 (centres undefined)	-5.2	0.1%	0.0%	-11.2	0.1
36	O=C1Nc2ccccc2C12OCCCCO2	-8.2	1.0%	-1.0%	5.6	4.5

#	GRP78 ERSR act	D1 potentiator	RXFP1 ag	D2 PAM
25	-2.2%&-2.6%	-2.7	0.1%	11.7
26	1.5%	-5.3	1.5%	8.6
27	-3.7%	-2.3	0.4%	-11.4
28	4.0%	x	x	x
29	-2.2%	-2.6	-0.5%	2.8
30	-5.0%	2.9	-0.2%	1.5
31	-2.4%	2.6	-1.9%	12.2
32	-1.7%	-1.9	-2.9%	-11.7
33	-4.9%	0.3	0.2%	-2.6
34	-2.4%	6.5	0.0%	24.2
35	-4.0%	-2.2	1.6%	3.7
36	0.9%	-0.7	2.3%	3.9

The list continues.
#	Structure	D1 antagonist	Vif-A3G inh	Vif-APOBEC3F blk	RXFP1 antagonist	D1 agonist
37	O=C(c1ccc(Br)o1)N1CCN=C1SCc1cccc(F)c1	0.4	2.1%	-13.7%	x	0.8
38	CCCCNc1c([N+](=O)[O-])cc(C)cc1[N+](=O)[O-]	x	-0.4%	0.4%	3.2	x
39	Cc1cccc(NC(=O)CCN2CC(C)OC(C)C2)c1 (centres undefined)	6.0	1.2%	-0.1%	-13.2	0.2
40	CC1CCCCN1C(=O)CNCC1CCCO1 (centres undefined)	0.8	-2.2%	12.0%	-13.1	0.0
41	Cc1cccc(C)c1NC(=O)CSCc1cccc(CSCC(=O)Nc2c(C)cccc2C)n1	6.0	-2.6%	2.7%	4.2	2.1
42	Cc1ccc(-c2nnc(N3CCC(C)CC3)c3ccccc23)cc1	-18.0	-0.6%	-19.2%	-10.9	2.0
43	COc1ccccc1CNC(=O)C1CCN(C(=O)N(C)C)CC1	-38.1*	-1.2%	2.2%	-10.2	2.0
44	O=C1OCC2=C1C(c1ccc(F)cc1)Sc1ccccc1N2 (centres undefined)	-3.1	-23.4%	-10.6%	1.7	0.7

#	GRP78 ERSR act	D1 potentiator	RXFP1 ag	D2 PAM
37	-3.3%	x	-0.4%	x
38	-2.2%	x	1.3%	x
39	1.4%	3.4	-0.1%	14.8
40	-2.1%	3.6	1.7%	-7.1
41	-5.7%	0.0	2.5%	5.7
42	-3.4%	-2.8	-0.3%	-4.1
43	-4.0%	-2.2	-0.3%	14.9
44	-3.9%	-2.9	-0.3%	8.7

Part of the list above in order of SMILES length, largest number first:
#	Structure	D1 antagonist	Vif-A3G inh	Vif-APOBEC3F blk	RXFP1 antagonist	D1 agonist
1	CC(=O)n1cc([C@@H]2C=C(C(=O)O)O[C@H](OCc3ccc(CO)cc3)C2)c2ccccc21	-8.8	3.6%	-0.5%	x	-0.9
6	CC1(C)Cc2c(cnn2-c2cccc(F)c2)C(NC(=O)c2ccc(=O)[nH]n2)C1 (centres undefined)	-5.5	2.9%	4.5%	8.6	0.7
30	Cc1ccc(C)c(NC(=O)CSc2nnc(-c3cc(C)[nH]n3)n2N)c1	10.6	-4.6%	0.5%	-8.7	-1.0
38	CCCCNc1c([N+](=O)[O-])cc(C)cc1[N+](=O)[O-]	x	-0.4%	0.4%	3.2	x
35	COc1ccccc1C(CCN(Cc1cccs1)C(C)=O)c1ccco1 (centres undefined)	-5.2	0.1%	0.0%	-11.2	0.1
39	Cc1cccc(NC(=O)CCN2CC(C)OC(C)C2)c1 (centres undefined)	6.0	1.2%	-0.1%	-13.2	0.2
36	O=C1Nc2ccccc2C12OCCCCO2	-8.2	1.0%	-1.0%	5.6	4.5

#	GRP78 ERSR act	D1 potentiator	RXFP1 ag	D2 PAM
1	-1.8%	2.6	0.7%	-3.3
6	-6.3%	7.8	-1.3%	1.2
30	-5.0%	2.9	-0.2%	1.5
38	-2.2%	x	1.3%	x
35	-4.0%	-2.2	1.6%	3.7
39	1.4%	3.4	-0.1%	14.8
36	0.9%	-0.7	2.3%	3.9

Source: PubChem (National Center for Advancing Translational Sciences (NCATS))
